RT RNaseH block: inhibitors of HIV-1 reverse transcriptase RNase H. inhibition, % at 10 µM. RT-RNase H RNA/DNA duplex cleavage, fluorescence. 65,000 tested, 1.9% active; in the data active = inhibition above about 50%
RmlC RmlD mix: mixture blocks RmlC and RmlD coupled enzyme activity | inhibition, % at 5.5 µM | RmlC/RmlD coupled enzyme inhibition, 384-well mixture HTS | 110,000 tested, 0.39% active; in the data active = inhibition above about 30%, passing the limit was not always enough; inconclusive = no clear call, values can overlap the other calls; note: strong numbers were not always called active
Numbers without * were called inactive; u = inconclusive; x = no result given. Some of the compounds tested; the hit share may differ from the screen's.

The line under a structure holds: RT RNaseH block	RmlC RmlD mix
COCCN1C(=O)c2cc(C(=O)Nc3cccc(F)c3)ccc2C1Nc1cccc(F)c1 (centres undefined)
→ x	8
Cc1cc(-c2nc3c4c5c(sc4[nH]c(=O)n3n2)CCC5)c(C)o1
→ 81*	-7
COc1ccc(CCNC(=O)c2sc3cc(C)ccc3c2Cl)cc1
→ x	23
Cc1ccc([N+](=O)[O-])cc1NC(=S)NC(=O)CC(C)(C)C
→ x	18
O=c1[nH]c2ccccc2nc1NCCN1CCOCC1
→ -2	-65
C=CCn1c(SCC(=O)N2CC(=O)Nc3ccccc32)nc2scc(-c3cccs3)c2c1=O
→ 30	-11
CCOC(=O)C1=C(C)Nc2ncnn2C1c1cccnc1 (centres undefined)
→ x	-16
Cc1cccc(CN(CC(=O)N/N=C/c2ccco2)S(=O)(=O)c2ccc(Cl)cc2)c1
→ x	-13
O=C1NC2(CCCCCC2)Cc2ccccc21
→ x	4
COc1ccc(/C=N/NC(=O)c2[nH]ncc2Br)c(OC)c1
→ x	-1
Cc1ccccc1-c1nc(CS(=O)CC(=O)NCc2ccccc2)c(C)o1 (centres undefined)
→ -3	-11
Cn1nc(C(=O)NC2CCCCCC2)ccc1=O
→ 22	6
CCOc1ccc(N(C(C)C(=O)NC(C)CC)S(C)(=O)=O)cc1 (centres undefined)
→ x	-8
Cc1ccc2nc(NC(=O)C3CCN(S(=O)(=O)c4cccs4)CC3)sc2c1
→ -8	9
Cc1ccc(S(=O)(=O)C2CS(=O)(=O)CC2O)cc1 (centres undefined)
→ x	-7
CC(=O)c1cc(C#N)c(SCc2ccccc2C#N)nc1C
→ x	-3
COc1ccc(C(=O)N2CCN(C3CCCCC3)CC2)c(OC)c1
→ -4	-9
Cc1nc2c(sc3nc4c(cc32)COC(C)(C)C4)c(=O)n1CC(=O)NCc1ccco1
→ -6	-5
COc1cc(O)c(C(CCN2CCOCC2)c2ccc(N(C)C)cc2)c(OC)c1 (centres undefined)
→ x	-43
OCCCCCN=c1cc(-c2ccccc2)oc2ccc(Cl)cc12
→ x	-62
CN1CCc2c(c(N3CCCCC3)nc3n[nH]c(N)c23)C1
→ -2	-4
COc1cc(/C=N/n2cnnc2)ccc1OCCOc1ccccc1
→ -19	15
Cn1c(=NC(=O)CSCC(=O)N2CCCCC2)sc2ccccc21
→ -24	14
COc1ccc(C(=O)Nc2nc(N3C(=O)c4ccccc4C3=O)n(-c3ccccc3)n2)cc1
→ x	0
CCOC(=O)C1=C(c2ccccc2)Nc2ncnn2C1c1ccc(OC)c(OC)c1OC (centres undefined)
→ x	10
COC(=O)c1cc(=O)n(-c2ccc(F)cc2)c(=Nc2ccc(F)cc2)s1
→ x	-20
CS(=O)(=O)N1CCN(c2ccccc2NC(=O)c2cccnc2)CC1
→ -4	6
CCCOc1nnnn1-c1ccccc1
→ x	1
Cn1c(-c2ccc(CN3CCCCC3)o2)nc2ccccc21
→ 13	x
Cc1c(C(=O)NCc2ccc3c(c2)OCO3)sc2nc(-c3ccc(F)cc3)cn12
→ -7	14
O=C(Cn1nc(-c2ccccc2)ccc1=O)NCCN1CCN(Cc2ccccc2)CC1
→ -17	-2
Cc1ccc(C2CC(=O)NC(SCc3ccccc3)=C2C#N)cc1 (centres undefined)
→ x	11
COc1ccc2oc(=O)c(C(=O)O)cc2c1
→ -7	1
Cc1n[nH]c(=O)nc1NCc1ccc(Cl)cc1
→ 22	4
Cc1oc(-c2ccc(Cl)cc2)cc1-c1nn2c(-c3ccoc3C)nnc2s1
→ 86*	14
CC(=O)N1CC=CC1(C)C(=O)NCc1cc(F)cc(C(F)(F)F)c1 (centres undefined)
→ x	3
Cc1ccc(SCC(=O)NCCN2C(=O)CSC2=O)cc1C
→ x	-7
CCCCCn1c(N2CCC(Cc3ccccc3)CC2)nc2c1c(=O)[nH]c(=O)n2C
→ -44	6
O=c1c(Cc2ccc(F)cc2)c(O)ccn1C1CC1
→ x	2
CCN(CC)C(C(=O)Nc1ccc2c(c1)OCO2)c1ccccc1 (centres undefined)
→ 3	x
CC(=O)Nc1cc2c(cc1NC(=O)Cn1nc(-c3ccc4c(c3)OCCO4)ccc1=O)OCCO2
→ x	5
COC(=O)CCCC1=CC2=CC(=O)C(C)(OC(=O)C3CCCC3)C(=O)C2=CO1 (centres undefined)
→ x	-6
CCCC(=O)NC1=C(C#N)C2(CCCC2)Cc2ccccc21
→ -39	5
CCCn1cc(NC(=O)C2CC(c3cccc(Br)c3)=NO2)cn1 (centres undefined)
→ -14	-14
Nc1c(-c2cccs2)cnn1-c1nc(-c2ccc(Cl)cc2Cl)cs1
→ x	-11
O=C(CSc1nnnn1Cc1ccccc1)Nc1ccc2c(c1)OCO2
→ -42	-11
CCOC(=O)c1c(C)nc2ccc(C)cn12
→ x	-2
Cn1cnc([N+](=O)[O-])c1Sc1ncccc1N
→ x	2
CN(C)/C=N/c1cnc(C(=O)c2ccc(Cl)cc2)n1C
→ -15	-13
NC(=O)COc1ccc2c3c(c(=O)oc2c1)CCCCC3
→ -12	-23
Cc1c(C2CC(=O)N(c3ccccc3)C2=O)[nH]n(-c2ccccc2)c1=O (centres undefined)
→ -5	-5
CC1=NS(=O)(=O)c2cc(Cl)ccc2N1
→ -6	8
O=c1cc(NCc2ccco2)c2ccccc2o1
→ -1	31
C=CCn1c(O)c(C(CC)=NCc2cccnc2)c(=O)[nH]c1=O
→ -12	6
COC(=O)CN=C1OC(=O)N2C(=O)C3=C4[C@@H](C[C@H]5C(=O)N(c6ccccc6)C(=O)[C@H]5[C@H]4[C@@]12Cc1ccccc1)[C@H]1C(=O)N(c2ccccc2)C(=O)[C@H]1[C@H]3C
→ x	5
Cc1ccc2c(c1)c(CC(=O)Nc1ccc(F)cc1)c(C(=O)O)n2C
→ x	-7
O=C(c1ccc(COc2ccccc2[N+](=O)[O-])o1)N1CCCCCC1
→ x	-6
Cn1nc(C(F)(F)F)c(C(=O)Nc2cccc(Cl)c2)c1Cl
→ x	-5
Cc1nc(NCCc2ccc(S(N)(=O)=O)cc2)c2c3c(sc2n1)CCC3
→ x	21
CSc1ccccc1C(=O)NC1CCCCCC1
→ x	4

By substructure: the compounds so far with bromine
The line under a structure holds: RT RNaseH block	RmlC RmlD mix
COc1ccc(/C=N/NC(=O)c2[nH]ncc2Br)c(OC)c1
→ x	-1
CCCn1cc(NC(=O)C2CC(c3cccc(Br)c3)=NO2)cn1 (centres undefined)
→ -14	-14

Next section
The line under a structure holds: RT RNaseH block	RmlC RmlD mix
CCOC(=O)Cc1csc(NC(=O)c2csc3c2CCCC3)n1
→ 32	2
C=CCOc1c(CNc2cccc(C(=O)O)c2)cccc1OC
→ x	-11
CN(C)Cc1nc2c(c(=O)[nH]1)C1(CCCCC1)Cc1ccccc1-2
→ -4	-5
CCOc1cccc(C(=O)Nc2ccccc2N2CCN(C(=O)C(C)C)CC2)c1
→ -16	24
Cc1cc(=O)oc(C)c1C(=O)n1nc(C)c2c1C[C@@H]1[C@H]2C1(C)C
→ -6	-15
C/C=C/C=C\C(=O)Nc1cccc(C2=NOC3(C2)C[C@H](C(N)=O)N(C(=O)/C=C/C)C3)c1 (some centres undefined)
→ x	6
CNC(=O)c1nnn(Cc2ccccc2)c1NC(=O)C(F)(F)F
→ 1	5
Cc1c(NC(=O)CCC(=O)N2CCCCC2)c(=O)n(-c2ccccc2)n1C
→ 2	11
Cc1ccc(Cn2nnnc2CN2CCC(O)(c3ccccc3F)CC2)cc1
→ -12	u
O=C(Nc1ccc(CN2CCOCC2)cc1)c1ccc(-c2cc(Cl)ccc2Cl)o1
→ x	-12
Cn1c(=O)[nH]c(=O)c2c1nc(N1CCCCC1)n2CCCSc1nc2ccccc2s1
→ 5	10
COc1ccccc1C(=O)NC(C)C(c1cccs1)N1CCN(C)CC1 (centres undefined)
→ -7	-7
Cn1c(SCC(=O)Nc2ccc(N3CCOCC3)c(Cl)c2)nnc1C(O)c1ccccc1 (centres undefined)
→ -5	-27
CC(Oc1ccc(Cl)cc1Cl)C(=O)N(Cc1ccco1)C1CCS(=O)(=O)C1 (centres undefined)
→ -7	4
O=C(Nc1ncc2c(n1)-c1ccccc1OC2)c1ccc(Cl)cc1
→ x	3
Cc1noc(C)c1C(=O)N1CCN(C(=O)c2sc3cc(Cl)ccc3c2Cl)CC1
→ -5	-9
O=C(NNC(=O)C1CCN(Cc2cccc(F)c2)CC1)c1cccc(Cl)c1
→ x	6
COc1ccc2c(c1)cc1n2CCN=C1NN
→ x	12
O=C(NCc1ccccc1)c1ccc(COCC(F)(F)F)o1
→ 2	3
O=C(Cn1c(=O)c(C(F)(F)F)nc2ccccc21)N1CCC2(CC1)OCCO2
→ 7	-19
Cc1cc(/C=N\NC(=O)CC(=O)NC2CCCCC2)c(C)n1-c1ccc(Cl)cc1
→ x	22
COc1ccccc1NC(=O)c1nnn(Cc2ccccc2)c1NC(=O)C(F)(F)F
→ x	-9
CCOC(=O)c1ccccc1NC(=O)Cn1cnc2c(oc3ccccc32)c1=O
→ 1	7
COc1cc([C@@H]2c3cc4c(cc3[C@H](O)[C@H]3COC(=O)[C@H]23)OCO4)cc(OC)c1OC
→ -8	-13
Cc1ccc(S(=O)(=O)/C(C#N)=C/c2c(N3CCC(C(N)=O)CC3)nc3c(C)cccn3c2=O)cc1
→ x	4
CCN1C(=C2C(=O)c3ccccc3C2=O)C=Cc2ccccc21
→ -10	15
CCOC(=O)c1c(C)[nH]c(C(=O)OC)c1CCC(=O)OC
→ -23	-4
Cc1n[nH]c(C)c1S(=O)(=O)N1CCC(C(=O)O)CC1
→ -13	-9
Cc1ccccc1NC(=O)N1C2CCCC1CC(NC(=O)C(C)(C)C)C2 (centres undefined)
→ -27	17
COc1ccccc1CNC(=O)CS(=O)Cc1nc(-c2ccccc2C)oc1C (centres undefined)
→ -1	2
COc1cccc(-n2nc(C(=O)O)c3ccccc3c2=O)c1
→ -3	-7
CC(C)C(C(=O)NCC1CCCO1)N(Cc1ccco1)C(=O)CNS(=O)(=O)c1ccccc1 (centres undefined)
→ -10	-7
CC1CN(C(=O)c2cccs2)CCN1C(=O)c1cccs1 (centres undefined)
→ -6	5
Cc1ccnc(N/C=C(\C#N)c2nc(-c3cccc(Br)c3)cs2)c1
→ x	-14
Cn1c(=O)n(CCc2ccccc2)c(=O)c2c1nc1n2CCCN1c1ccccc1
→ x	6
Cc1ccc(C)n1-c1cccc(C(=O)O)c1
→ 71*	-3
O=C(NC(Cc1ccccc1)C(=O)N1CCCC1C(=O)O)c1ccccc1 (centres undefined)
→ -11	-21
Oc1c(C(c2cccs2)N2CCN(c3cccc(Cl)c3)CC2)sc2ncnn12 (centres undefined)
→ 1	-10
CC(=O)N1CC2(C)CN(C(C)=O)CC(C)(C1)C2O (centres undefined)
→ -6	-13
CC(CC(=O)Nc1cc(C(F)(F)F)ccc1Cl)c1ccccc1 (centres undefined)
→ x	10
O=C(Nn1c(-c2ccccc2)nc2ccccc2c1=O)c1ccco1
→ -3	8
CCOc1ccc(NC(=O)Cn2nnc(C(=O)NCCc3ccc(OC)c(OC)c3)c2N)cc1
→ x	4
CCOC(=O)c1ccc(CC(=O)c2oc3cc(O)ccc3c2C)o1
→ -49	-11
COC(=O)C1=C(C)N=C2SC(C)C(=O)N2C1c1cccc(F)c1 (centres undefined)
→ -4	-6
CCc1nnc(NC(=O)C2CCCN2S(=O)(=O)c2ccc(F)cc2)s1 (centres undefined)
→ 1	12
O=C(CN(C1CCCCC1)S(=O)(=O)c1ccc(Cl)cc1)NCc1ccncc1
→ -6	-27
Cc1cc(C(F)F)n2nc(C(=O)Nc3cccnc3Cl)nc2n1
→ x	3
CC(C)Cc1cc(C(=O)NCc2cccs2)no1
→ -20	-1
COc1ccc(NC(=O)CCn2cccc2)cc1
→ -3	-9
CCN(CC)c1ccc(/C=N/n2nnnc2N)c(O)c1
→ -10	-14
O=c1c2cc([N+](=O)[O-])ccc2nc(CN2CCOCC2)n1-c1ccccc1F
→ x	9
CO/N=C/NC(=O)Cc1cn(-c2ncc(C(F)(F)F)cc2Cl)c2ccccc12
→ x	6
CCOc1cc(Br)c(C(=O)O)cc1OCC
→ 5	12
CC1CCCC(C)N1C(=O)CSc1nnc(-c2c[nH]c3ccccc23)o1 (centres undefined)
→ 0	10
COc1ccc(-c2noc(COc3ccc(Cl)c(C)c3)n2)cc1
→ -7	-5
CSCC(=O)NS(=O)(=O)c1ccc(C)cc1
→ x	-12
Cc1cccc(C2Nc3ccccc3C(=O)N2CCc2ccccc2)n1 (centres undefined)
→ -9	11
CC(C)NC(=O)c1ccc(CNC(=O)OCC(F)(F)F)cc1
→ x	21
COc1ccc(OCC(=O)N2CCN(C(=O)COc3ccccc3)CC2)cc1
→ -7	-8
COc1cccc(CN(C)CC(=O)NC(=O)NCc2ccco2)c1
→ 0	-9

(listing goes on)
The line under a structure holds: RT RNaseH block	RmlC RmlD mix
O=c1nc2scc(-c3ccccc3)n2c2ccccc12
→ 2	8
CCOc1ccc(N/C=C/C(=O)c2ccc3ccccc3c2)c([N+](=O)[O-])c1
→ x	0
CC(=O)NCCn1c(SCC(=O)NCc2ccco2)nc2ccccc2c1=O
→ -15	6
CCCCSP1(=S)NCCCO1 (centres undefined)
→ -5	6
Cc1ccc(C(C)C)cc1S(=O)(=O)NCc1cccnc1
→ -10	6
CCCOC(=O)NC1CCS(=O)(=O)C1 (centres undefined)
→ x	11

Some of these compounds in order of heavy-atom count, ascending.
The line under a structure holds: RT RNaseH block	RmlC RmlD mix
CCCCSP1(=S)NCCCO1 (centres undefined)
→ -5	6
Cc1ccc(C(C)C)cc1S(=O)(=O)NCc1cccnc1
→ -10	6
COc1cccc(CN(C)CC(=O)NC(=O)NCc2ccco2)c1
→ 0	-9
CCOc1ccc(N/C=C/C(=O)c2ccc3ccccc3c2)c([N+](=O)[O-])c1
→ x	0
COc1ccc(OCC(=O)N2CCN(C(=O)COc3ccccc3)CC2)cc1
→ -7	-8

Source: PubChem (several laboratories)
